High-throughput results: PubChem, several laboratories
Mtb BioA inh: BioA (M. tuberculosis) enzyme inhibition; purified M. tuberculosis BioA enzyme, plate reader; inhibition, % at 9.99 µM; actives 0.096% (n = 360,000); AID 602481; in the data active = inhibition above about 40%; inconclusive = no clear call, values can overlap the other calls
Mtb UGM inh: Mtb UDP-galactopyranose mutase inhibition; purified UGM, fluorescence polarization probe displacement; AID 504406; inhibition, % at 10 µM; actives 0.06% (n = 320,000); P9WIQ1; in the data active = inhibition above about 10%, passing the limit was not always enough; inconclusive = no clear call, values can overlap the other calls
Target sequence (P9WIQ1 whole entry, looked up): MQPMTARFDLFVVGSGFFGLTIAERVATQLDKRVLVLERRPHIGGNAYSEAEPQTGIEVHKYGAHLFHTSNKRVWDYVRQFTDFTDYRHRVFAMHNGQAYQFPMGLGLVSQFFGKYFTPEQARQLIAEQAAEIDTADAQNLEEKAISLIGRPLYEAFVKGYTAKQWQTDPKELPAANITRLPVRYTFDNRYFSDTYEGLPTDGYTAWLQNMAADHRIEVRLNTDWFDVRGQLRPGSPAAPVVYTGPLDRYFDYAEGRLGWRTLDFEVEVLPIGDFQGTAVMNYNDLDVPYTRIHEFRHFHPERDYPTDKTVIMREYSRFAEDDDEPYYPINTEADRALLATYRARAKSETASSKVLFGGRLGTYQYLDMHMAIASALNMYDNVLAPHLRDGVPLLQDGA
BoNT F protease: blocks Botulinum neurotoxin F light chain protease; Multiplex microsphere protease cleavage assay, flow cytometry; inhibition, % at 10 µM; actives 0.22% (n = 360,000); AID 588497; in the data active = inhibition above about 35%, passing the limit was not always enough; inconclusive = no clear call, values can overlap the other calls; note: plate controls were buffer without enzyme for full effect and enzyme alone for no effect
BoNT A protease: inhibitors of Botulinum neurotoxin A light chain protease | inhibition, % at 10 µM | actives 0.17% (n = 360,000) | multiplex microsphere protease substrate cleavage, flow cytometry; in the data active = inhibition above about 30%; inconclusive = no clear call, values can overlap the other calls; note: plate controls were buffer without enzyme for full effect and enzyme alone for no effect
PrPC surface inh: reduces human prion protein on the cell surface; P04156; cell surface PrPC, TR-FRET read-out; inhibition, % at 13.8 µM; actives 0.43% (n = 370,000); AID 720596; in the data active = inhibition above about 24%; note: 0% = median of the test wells and 100% = reference compound wells
FadD28 binding: inhibitors of Mycobacterium tuberculosis FadD28 bisubstrate binding; FadD28 bisubstrate probe binding, fluorescence polarization; inhibition, % at 12.5 µM; actives 0.22% (n = 360,000); in the data active = inhibition above about 8.5%, passing the limit was not always enough; inconclusive = no clear call, values can overlap the other calls
Mtb FBA inh: Mtb fructose-bisphosphate aldolase inhibition | inhibition, % at 1 µM | P9WQA3 | purified M. tuberculosis FBA, fluorescence read-out | actives 2.3% (n = 360,000); in the data active = inhibition above about 27%;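 note: 0% = vehicle and 100% = reference inhibitor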
Target sequence (P9WQA3 whole entry, looked up): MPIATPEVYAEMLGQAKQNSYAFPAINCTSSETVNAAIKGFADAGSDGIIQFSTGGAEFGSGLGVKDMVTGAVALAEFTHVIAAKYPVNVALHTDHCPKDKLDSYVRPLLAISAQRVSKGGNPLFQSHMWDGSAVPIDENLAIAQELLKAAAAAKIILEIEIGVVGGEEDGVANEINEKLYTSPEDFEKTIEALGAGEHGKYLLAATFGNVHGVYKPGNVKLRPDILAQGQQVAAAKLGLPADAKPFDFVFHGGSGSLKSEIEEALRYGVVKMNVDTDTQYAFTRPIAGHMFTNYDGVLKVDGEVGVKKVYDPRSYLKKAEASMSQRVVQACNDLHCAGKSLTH
CCHFV vOTU inh: CCHFV vOTU protease inhibition; Pep-AMC fluorescence; inhibition, % at 11.5 µM; actives 0.55% (n = 370,000); AID 651958; note: 0% = vehicle wells with enzyme and 100% = no enzyme wells
GDH-TPI inh: inhibits GDH-TPI coupling enzymes, artifact for Mtb FBA screen | GDH-TPI coupled enzyme counterscreen, NADH absorbance | inhibition, % at 4.8 µM | actives 1.2% (n = 360,000) | AID 588335;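 note: 0% = DMSO wells and 100% = wells lacking the enzyme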
Numbers without * were called inactive; ? = inconclusive; / = not tested or not shown. Cut-off read from the data, not from the text of the source, unless noted: active = inhibition above about 30%; inactive = the rest.

compound,Mtb BioA inh,Mtb UGM inh,BoNT F protease,BoNT A protease,PrPC surface inh,FadD28 binding,Mtb FBA inh,CCHFV vOTU inh,GDH-TPI inh
COc1ccc(C2c3[nH]c4ccccc4c3CCN2CCCn2cccn2)cc1C (stereo not drawn),/,1.1,-4,-1.3,-2,1.9,3,-8,-3
COc1ccccc1CCC(=O)OCc1csc(CC(=O)Nc2ccccc2C)n1,15,2.9,18,11,-1,-4.5,-2,-6,-10
CN(CCNC(=O)C1CCCN(c2ncnc3c2nc2n3CCCCC2)C1)Cc1ccccc1 (stereo not drawn),-0.1,0.7,-8,-0.3,-6,-1.1,5,12,3
CC1CCCC(C)N1CCCNC(=O)Cn1cc2c(n1)CCCC2 (stereo not drawn),0.0,0.8,-9,-0.4,5,-0.3,5,-7,2
Cc1nc2ccccc2nc1CSc1nnc(N)s1,0.8,0.0,-12,0.2,3,-4.4,0,-3,11
Cc1ccc(N=C2SCCCN2C(=O)C2=COCCO2)cc1Cl,-0.6,0.1,4,-2.1,0,-3.7,-2,2,-11
COc1cc(Cl)c(CN2CCC(CCC(=O)NC3CC3)CC2)cc1OC,-1.0,-1.1,?,-0.9,-6,-1.9,-1,-3,6
O=C(CNCC1CCCO1)Nc1ccccc1-n1cccc1 (stereo not drawn),-1.2,-1.4,3,1.4,6,-3.1,1,-9,1
COc1cccc(CCc2nnc(CCC(=O)NC(C)c3c(C)nn(C)c3C)o2)c1 (stereo not drawn),0.1,2.6,-2,-1.1,9,-1.2,2,6,-2
CC1(C)CC(NC(=O)C(=O)NCCc2ccccc2)CC(C)(C)N1,-2.2,-0.7,?,3.8,-2,-0.9,1,0,18
Cc1ccc(S(=O)(=O)Nc2nc(C)cc(NCCN)n2)cc1,-0.4,-2.1,1,0.3,7,-2.1,-1,4,5
O=[N+]([O-])c1ccc(-c2cc(-c3ccc(Cl)cc3)n[nH]2)cc1,-3.4,-0.4,-5,0.3,-6,-0.9,-1,11,27
O=S1(=O)CC(N2CCN(CCO)CC2)CN1Cc1cn(Cc2cccc(Cl)c2)nn1 (stereo not drawn),/,/,7,0.4,9,/,/,-6,/
C/C(=N\NC(=O)C1(C)CC1(Br)Br)c1ccc(NC(=O)C2CCC2)cc1 (stereo not drawn),/,-0.8,-4,-1.2,2,-1.7,2,6,2
Cc1cc(NC(=O)c2ccc(F)cc2)n(-c2ccccc2)n1,0.5,1.0,15,-2.6,1,0.4,-1,-8,-2
CC(=O)Nc1cncc(-c2cccc(C(=O)N(C)C)c2)n1,0.4,/,-8,-1.5,6,-0.8,3,-9,12
O=C(Nc1cccc(S(=O)(=O)N2CCCCC2)c1)c1cc([N+](=O)[O-])ccc1N1CCOCC1,-0.5,-3.8,18,1.8,-8,1.7,2,15,12
O=C(Cc1ccc(Cl)cc1)NCCN1CCCC1,-2.1,0.9,9,1.2,1,-0.3,-2,0,6
COc1ccc(Br)c(Cn2c(C)c(C(=O)N(C)Cc3ccc(F)cc3)sc2=O)c1,1.4,/,3,0.2,-1,-1.5,-1,18,0
CCN(c1ccc(C(=O)CN2C(=O)NC3(CCOc4ccccc43)C2=O)cc1)S(C)(=O)=O (stereo not drawn),-1.5,-1.0,-11,-0.9,-2,-2.8,1,2,-1

Following part
compound,Mtb BioA inh,Mtb UGM inh,BoNT F protease,BoNT A protease,PrPC surface inh,FadD28 binding,Mtb FBA inh,CCHFV vOTU inh,GDH-TPI inh
CCCC1(C(=O)O)NC(c2cccc(OC)c2O)C2C(=O)N(c3ccccc3)C(=O)C21 (stereo not drawn),-2.5,0.3,5,0.2,7,2.4,7,-4,2
O=C(NC1CCCCCC1)c1ccc(=O)n(Cc2ccccc2)n1,7.1,0.6,-6,-1.0,2,-3.8,-1,1,1
CC1CCCCN1CCNC(=O)CN1C(=O)COc2ccccc21 (stereo not drawn),-0.7,-2.1,3,-0.4,-1,-2.3,0,-2,-7
COc1ccc(S(=O)(=O)N2CCCCC2)cc1NC(=O)CNc1ccc(F)cc1C,-1.5,1.0,-12,-0.7,-1,-4.3,-1,17,0
C/C(=N/Nc1ccnc2cc(Cl)ccc12)c1ccc(N)cc1,-0.3,-0.4,-44,-0.4,2,-1.3,-1,14,6
Cc1ccc2nc(SCc3ccc([N+](=O)[O-])cc3)[nH]c2c1,7.2,-1.4,0,0.0,-10,-5.1,1,-1,6
Nc1ccc2c(=O)[nH][nH]c(=O)c2c1,2.1,/,-7,-0.7,7,-1.2,4,-18,8
CSc1ccccc1OCc1cc(C(=O)NCCCn2nc(C)cc2C)no1,1.3,2.5,-9,-0.4,-9,-0.6,2,11,3
CCOC(=S)SCC(=O)N1CCc2cc(OC)c(OC)cc2C1C1C(=O)CC(C)(C)CC1=O (stereo not drawn),/,-1.9,-2,-0.1,0,0.5,2,-17,3
Nc1c(C(=O)c2ccccc2)sc2snc(SCC(=O)c3ccccc3)c12,/,-3.8,16,14,-11,2.5,-2,10,11
O=C1NCCCC1C(=O)Nc1ccccc1C(F)(F)F (stereo not drawn),0.6,1.0,-4,0.6,-6,0.8,-1,4,6
CN(CC(=O)NC1CC1)S(=O)(=O)c1ccc(F)cc1,1.0,1.5,-1,-1.4,-2,-2.2,0,-7,-7
O=C(CCn1c(=O)c2ccccc2n(Cc2cc(=O)n3ccccc3n2)c1=O)NCc1ccco1,-0.9,-1.0,-1,-0.7,-5,-1.9,6,-10,8
COC(=O)[C@H]1C[C@H](OC(=O)Nc2cccs2)[C@@]2(O)CN(S(=O)(=O)c3ccc(C)cc3)CC2[C@H]1C(=O)OC (stereo partly drawn),0.1,/,-4,-0.1,-11,3.5,1,7,-3
COC(=O)c1cc(Cl)c(NC(=O)c2ccc(F)cc2)cc1OC,/,-0.4,-2,-0.6,-6,1.6,-1,-1,6
CCn1cc(S(=O)(=O)N2CCCC2)cn1,-1.6,2.8,7,1.1,2,-0.9,-2,0,-4
O=C(c1ccc(S(=O)(=O)c2ccc(Cl)cc2)cc1)N1CCOCC1,/,1.0,-7,-2.1,9,-2.7,2,-5,-4
O=C(CC1C(=O)OCN1C(=O)OCc1ccccc1)OCC(=O)c1ccccc1 (stereo not drawn),-0.4,-0.7,?,1.4,-3,3.4,-1,6,-2
Cc1ccc(S(=O)(=O)N2CCOCC2)cc1NC(=O)Cn1nnc(-c2ccccc2)n1,-1.0,/,-6,-0.4,6,-0.4,0,-4,1
O=C1CCCCC1,-0.3,0.4,4,-1.0,6,-4.4,-1,-7,-6

In the list so far, 3 have a nitro group on carbon.
compound,Mtb BioA inh,Mtb UGM inh,BoNT F protease,BoNT A protease,PrPC surface inh,FadD28 binding,Mtb FBA inh,CCHFV vOTU inh,GDH-TPI inh
O=[N+]([O-])c1ccc(-c2cc(-c3ccc(Cl)cc3)n[nH]2)cc1,-3.4,-0.4,-5,0.3,-6,-0.9,-1,11,27
O=C(Nc1cccc(S(=O)(=O)N2CCCCC2)c1)c1cc([N+](=O)[O-])ccc1N1CCOCC1,-0.5,-3.8,18,1.8,-8,1.7,2,15,12
Cc1ccc2nc(SCc3ccc([N+](=O)[O-])cc3)[nH]c2c1,7.2,-1.4,0,0.0,-10,-5.1,1,-1,6

Returning to the listing, repeating the 4 entries before the break.
compound,Mtb BioA inh,Mtb UGM inh,BoNT F protease,BoNT A protease,PrPC surface inh,FadD28 binding,Mtb FBA inh,CCHFV vOTU inh,GDH-TPI inh
O=C(c1ccc(S(=O)(=O)c2ccc(Cl)cc2)cc1)N1CCOCC1,/,1.0,-7,-2.1,9,-2.7,2,-5,-4
O=C(CC1C(=O)OCN1C(=O)OCc1ccccc1)OCC(=O)c1ccccc1 (stereo not drawn),-0.4,-0.7,?,1.4,-3,3.4,-1,6,-2
Cc1ccc(S(=O)(=O)N2CCOCC2)cc1NC(=O)Cn1nnc(-c2ccccc2)n1,-1.0,/,-6,-0.4,6,-0.4,0,-4,1
O=C1CCCCC1,-0.3,0.4,4,-1.0,6,-4.4,-1,-7,-6
c1csc(C(c2nnnn2C2CCCC2)N2CCCC3(CCCCC3)C2)c1 (stereo not drawn),-0.2,-1.6,-28,-2.9,-1,-2.6,-1,10,7
COC(=O)C(C)Sc1nc2c(c(=O)n1-c1ccccc1)SCC2 (stereo not drawn),26,1.8,-6,-0.2,-2,-2.0,-12,-2,25
O=C(CCCn1c(=S)[nH]c2ccccc2c1=O)N1CCCCC1,2.4,-0.7,3,2.4,3,-2.7,-1,21,3
Nc1ncnc2c1ncn2[C@@H]1O[C@H](COP(=O)(O)OP(=O)(O)OP(=O)(O)O)[C@@H](O)[C@H]1O,0.0,-3.0,1,-0.5,6,-20,-1,1,8
COc1ccc(-c2cc(-c3ccccc3)nc(-c3ccc4c(c3)NC(=O)CO4)c2)cc1,1.7,-0.2,2,?,3,-4.2,-2,-4,8
COc1ccc(C(O)c2nc(-c3cccc(C(F)(F)F)c3)cs2)cc1 (stereo not drawn),-1.2,/,-6,-0.7,11,-0.8,0,20,9
O=C(O)Cn1c(=O)c2c3c(sc2n(Cc2ccc(Cl)cc2Cl)c1=O)CCCC3,/,-0.9,?,-2.1,-1,-4.2,1,16,-2
CCOc1ccc(CCNC(=O)c2cccnc2N2CCCC2)cc1OCC,0.0,-2.1,-6,0.0,-5,-0.4,1,11,6
O=C1C(=Cc2cccc(F)c2)Cc2ccccc21,/,/,-2,0.2,4,-1.0,-1,10,/
CC(C)N1CCC1(C)C(=O)Nc1cc(-c2ccccc2)nn1C (stereo not drawn),0.1,/,2,-0.5,-1,-1.8,2,7,11
Cc1ccc2[nH]c3nc(N/N=C/c4cccc(O)c4)nnc3c2c1,-1.2,-2.0,?,-0.1,-21,-0.3,3,5,-3
COc1ccc(S(=O)(=O)N(CCC(=O)O)Cc2ccccc2)cc1,-0.3,0.7,-5,0.6,0,-1.1,4,-9,2
O=C(Nc1cccc(Cl)c1)C1CCCCC1,1.6,-0.5,-1,-0.6,8,-1.2,1,4,2
Cc1nc2ccccc2nc(C)c1=NOCc1cccc(F)c1,/,-0.6,-4,-0.7,0,-3.1,2,12,3
CCOc1cccc2cc(C(N)=O)c(=N)oc12,0.2,/,-4,-1.2,-11,-0.6,3,0,-2
CCOC(=O)c1c(NC(=O)CN2C(=O)C(=O)N(C(C)C)C2=O)sc(C)c1CC,-0.7,1.0,?,2.5,4,-0.8,4,13,12
O=C(CCCCCN1C(=O)c2ccccc2C1=O)NCCc1nc2ccccc2[nH]1,-0.3,1.6,-18,0.4,-3,-1.9,0,18,-1
